MsrA act = bovine MsrA enzyme activators, primary screen, biochemical, absorbance, HTS | purified bovine MsrA, absorbance read-out | AID 602163, 2012 | activation, % at 10.6 µM | 360,000 tested, 0.3% active | Methionine sulfoxide reductase A (Bos taurus); in the data active = activation above about 7.5%;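 also: 0% = vehicle and 100% = reference activator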
eLon inh = inhibitors of E. coli Lon protease, primary screen, biochemical, fluorescence polarization; P0A9M0; purified E. coli Lon protease; inhibition, % at 7.94 µM; 360,000 tested, 0.42% active; in the data active = inhibition above about 13%, passing the limit was not always enough;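 also: 0% = enzyme with probe and DMSO and 100% = no enzyme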
FAS-TE inh = FAS thioesterase domain inhibitors, primary screen, biochemical, fluorescence intensity, uHTS; Fatty acid synthase (Homo sapiens), P49327; recombinant FAS-TE, OMFH fluorogenic substrate, fluorescence endpoint; inhibition, % at 15 µM; 360,000 tested, 0.67% active; AID 602261, 2012;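 active = compounds whose normalised, plate-corrected inhibition of enzyme fluorescence in the single-dose primary screen is 50% or more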;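 also: 0% = DMSO with enzyme and 100% = substrate without enzyme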
MT1-MMP act inh = blockers of MT1-MMP proenzyme processing, primary screen, HT1080 RFP-PRO-GFP cells, GFP/RFP fluorescence. 360,000 tested, 0.061% active. GFP/RFP ratio change, % at 20 µM. GFP/RFP ratio fluorescence, overnight; percent of plate control window, DMSO zero. Matrix metalloproteinase-14 (Homo sapiens), P50281;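 active = GFP/RFP ratio change of at least 30% with cell ATP level not reduced by more than half and red fluorescence within 50% of control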; also: strong numbers were not always called active
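Assay system: HT1080 RFP-PRO-GFP cells | Dosing: 20 µM single dose, 1% DMSO | Incubation: Cells overnight before dosing, compound overnight, 37 °C, 5% CO2 | Evaluation: GFP/RFP fluorescence ratio | Control set: DMSO-only wells and HT1080 RFP-L50D-GFP cell wells as references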
Neddylation inh = inhibitors of cullin neddylation, primary screen, biochemical, TR-FRET, uHTS, NAE and Ubc12. calls only at 25 µM. 360,000 tested, 0.58% active. AID 651699, 2012; in the data active = inhibition above about 36%
Target sequence (P61081 whole entry, looked up): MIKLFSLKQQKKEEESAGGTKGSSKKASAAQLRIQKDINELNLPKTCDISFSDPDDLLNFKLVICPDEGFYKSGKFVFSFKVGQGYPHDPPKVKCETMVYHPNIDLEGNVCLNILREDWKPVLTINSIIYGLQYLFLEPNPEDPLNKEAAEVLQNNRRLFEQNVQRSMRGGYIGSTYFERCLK
Target sequence (Q13564 whole entry, looked up): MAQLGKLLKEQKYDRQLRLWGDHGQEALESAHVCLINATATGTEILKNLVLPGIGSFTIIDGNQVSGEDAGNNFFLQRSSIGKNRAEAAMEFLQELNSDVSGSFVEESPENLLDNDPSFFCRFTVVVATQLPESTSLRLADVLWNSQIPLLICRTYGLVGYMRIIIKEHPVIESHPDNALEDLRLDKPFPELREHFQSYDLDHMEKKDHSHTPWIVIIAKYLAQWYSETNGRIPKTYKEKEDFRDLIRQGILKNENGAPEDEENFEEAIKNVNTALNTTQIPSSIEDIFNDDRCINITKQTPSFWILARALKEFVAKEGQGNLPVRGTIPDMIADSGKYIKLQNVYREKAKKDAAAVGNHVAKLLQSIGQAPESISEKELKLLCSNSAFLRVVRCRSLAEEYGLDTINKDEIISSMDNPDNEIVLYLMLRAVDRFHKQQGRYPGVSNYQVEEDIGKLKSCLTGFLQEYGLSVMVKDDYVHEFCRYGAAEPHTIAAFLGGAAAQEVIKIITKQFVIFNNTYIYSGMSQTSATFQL
SKN-1 block = suppressors of acrylamide-induced Pgst-4::GFP reporter in worms, primary screen, SKN-1 inhibitor project, whole organism, uHTS, GFP/RFP fluorescence ratio, strain VP596 | C. elegans VP596 Pgst-4::GFP/RFP ratio, 24 h | inhibition, % at 21.8 µM | 360,000 tested, 0.49% active | AID 624304, 2012;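 active = interference check ratio from 0.5 to 1.5 plus GFP to RFP signal ratio inhibition reaching or exceeding a fixed threshold, cut at about 30% in these data, passing the limit was not always enough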; also: some compounds called inactive have numbers as strong as hits
CendR NRP1 mod = modulators of CendR peptide binding to NRP-1, primary screen, biochemical, fluorescence polarization, uHTS; AID 602438, 2012; FAM-RPARPAR peptide binding to NRP-1; inhibition, % at 25 µM; 360,000 tested, 0.85% active;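 active = inhibition or corrected inhibition above about 18%, plus a signal ratio from 0.5 to 1.5, limit read from the data, passing the limit was not always enough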; also: strong numbers were not always called active
PABP1 MLLE inh = inhibitors of PABP1 MLLE–PAM2 peptide binding, primary screen, biochemical, fluorescence polarization, FITC-PAM2, GST-MLLE | inhibition, % at 20 µM | 360,000 tested, 0.36% active; in the data active = inhibition above about 35%, passing the limit was not always enough;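 also: plate controls were DMSO wells with GST-MLLE for no effect and wells lacking GST-MLLE protein for full effect; some results filed as inactive read as strong as hits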
Rin1-Abl PPI inh = inhibitors of Rin1-Abl protein binding, primary screen, biochemical, TR-FRET | Tyrosine-protein kinase ABL1 (Homo sapiens) + Ras and Rab interactor 1 (Homo sapiens), … | inhibition, % at 7.35 µM | 360,000 tested, 0.4% active; in the data active = inhibition above about 5%, passing the limit was not always enough
Starred values were filed as active, the others as inactive; i = inactive; . = not tested or not shown; + = active, no number.

SMILES	MsrA act	eLon inh	FAS-TE inh	MT1-MMP act inh	Neddylation inh	SKN-1 block	CendR NRP1 mod	PABP1 MLLE inh	Rin1-Abl PPI inh
O=c1[nH]c2ccccc2c2oc(CCl)nc12	-7	-1	-5	1	i	0	-1	-5	-4
CCC(CC)C(=O)N(C)c1c(C)nc2c(OCc3cccc(Cl)c3)cccn12	-2	7	9	-2	i	11	12	16	0
CCCn1cnc2cc(NC(=O)c3cccs3)ccc21	-5	-8	-3	1	i	8	11	-1	-3
CN(CC(=O)NCc1ccc(Cl)cc1)S(=O)(=O)c1cccs1	-7	-3	-4	-2	i	-18	3	-9	3
Fc1ccc(-c2ccc(Nc3cccc(F)c3)nn2)cc1	-4	-6	2	-1	i	5	16	15	3
CSc1nnc(Cn2c(=O)sc3ccccc32)n1-c1cccc(Cl)c1	-1	-9	2	0	i	-3	-11	-2	-1
Cc1nc(COC(=O)c2c(C)nn(-c3ccccc3)c2C)cs1	4	-16	-9	-1	i	-29	-7	-1	1
N#CCCN(C(=O)COc1ccc(F)cc1Br)c1ccccc1F	-3	-3	-2	5	i	-6	2	1	1
COc1ccc(C(=O)Nc2nc(C)c(C(C)=O)s2)cc1S(=O)(=O)N1CCOCC1	-7	9	-8	3	i	-10	-59	-14	0
CC(C)c1ccc(C(=O)N2CCCN(C(=O)c3ccc(C(C)C)cc3)CC2)cc1	-6	3	4	0	i	-4	8	21	3
COC(=O)Cn1cnc2c(nnn2-c2ccc(F)cc2)c1=O	-7	-5	-10	1	i	-5	0	-5	-3
CCOC(=O)C1=CN(C(C)C)CCC1=O	-6	-1	-1	4	i	3	-9	20	-1

Results in Rin1-Abl PPI inh and PABP1 MLLE inh, for some of the entries so far:
structure	Rin1-Abl PPI inh	PABP1 MLLE inh
O=c1[nH]c2ccccc2c2oc(CCl)nc12	-4	-5
CCC(CC)C(=O)N(C)c1c(C)nc2c(OCc3cccc(Cl)c3)cccn12	0	16
CCCn1cnc2cc(NC(=O)c3cccs3)ccc21	-3	-1
CN(CC(=O)NCc1ccc(Cl)cc1)S(=O)(=O)c1cccs1	3	-9
Fc1ccc(-c2ccc(Nc3cccc(F)c3)nn2)cc1	3	15

Further records.
SMILES	MsrA act	eLon inh	FAS-TE inh	MT1-MMP act inh	Neddylation inh	SKN-1 block	CendR NRP1 mod	PABP1 MLLE inh	Rin1-Abl PPI inh
COCCCNC(=O)c1sc2ncn(CC(=O)Nc3ccc(C)c(Cl)c3)c(=O)c2c1C	0	2	3	3	i	6	-1	-3	0
CN(C)S(=O)(=O)c1ccc(Cl)c(C(=O)NC2CCN(Cc3ccccc3)C2)c1 (centres undefined)	-2	6	-3	0	i	13	3	-6	4
Cc1ccc(S(=O)(=O)c2c(C)cc(C)nc2Cl)c(C)c1	-1	0	6	6	i	-1	-7	-5	-7
O=C1NC(=Nc2ccccc2)S/C1=C\c1cccn1-c1ccccc1	1	-10	8	-8	i	-8	-4	-17	-5
O=C(CN1CCN(c2ccccc2O)CC1)NC(=O)NC1CCCC1	-8	10	3	1	i	-7	2	3	3
O=C(Nc1ccc2nc3n(c(=O)c2c1)CCCCC3)C(=O)N1CCN(c2ccccc2)CC1	-1	2	3	-2	i	6	16	14	-3
CN(C)c1ccc(CNC(=O)CN(C)S(=O)(=O)c2cccc3cccnc23)cc1	-3	4	-6	-4	i	-2	-2	0	0
O=C(CNC(=O)/C=C/c1ccco1)N=Nc1c(O)[nH]c2ccccc12	-3	2	0	2	i	17	-14	9	-5
CCOc1ccc(N2C(=O)CC(NCC3CCCO3)C2=O)cc1 (centres undefined)	-12	16*	-8	-4	i	-4	20	10	4
N#Cc1ccc(CSc2nnc(-c3cccc(S(=O)(=O)N4CCCCC4)c3)o2)cc1	-1	-14	37	3	i	11	-5	-2	0
Cc1nn(CC(=O)NCC(C)c2ccccc2)c(=O)c2cccn12 (centres undefined)	0	-19	-6	1	i	9	13	-4	2
CC(O)[C@H]1CNC(=O)C(=O)N1CCc1cccc2ccccc12 (some centres undefined)	2	-11	-7	4	i	12	7	4	2
O=C(NNS(=O)(=O)c1ccc(F)cc1)c1ccc([N+](=O)[O-])cc1	-1	-11	5	-3	i	9	-10	-13	4
CCc1ccccc1NC(=O)c1ccc([N+](=O)[O-])s1	-1	-5	0	0	i	4	6	3	1
COc1ccc(Br)cc1S(=O)(=O)n1ccnc1C	-6	-5	-13	2	i	-2	2	-5	1
COc1ccc(-c2nc(-n3c(C)c(C(C)=O)c(C(C)=O)c3C)sc2C)cc1	1	8	1	-2	i	5	-9	-6	1
Cc1c(-c2ccccc2)c(P(=O)(N2CCOCC2)N2CCOCC2)c2ccccn12	-7	1	-10	1	.	-4	9	-8	-1
O=C(c1cccc(F)c1)N1CCCc2ccccc21	-2	6	-1	3	i	5	-4	2	0
COc1ccc(C(=O)c2ccc(N(C)C)cc2)c(OC)c1	-7	6	5	-10	i	-7	-7	5	1
O=c1c2ccccc2nc(-c2ccccc2)n1CCCn1ccnc1	-3	-2	-4	7	i	3	4	-14	-1
CCCc1c(C(=O)N/N=C/c2ccc(OC)c(OCc3ccccc3)c2)nnn1-c1nonc1N	-1	-11	18	-1	+	-1	5	-7	-1
O=C(OCc1nnc(-c2ccccc2Br)o1)c1ccco1	-2	-4	2	-4	i	-6	-21	-4	-1
O=C(NCCC(=O)N1CCc2ccccc21)c1ccccc1Cl	-2	5	-2	-4	i	-13	-2	-14	3
CCOc1ccccc1N1CCN(CC(=O)Nc2ncc(C)s2)CC1	-2	9	-4	-1	i	12	-8	-6	0

The last 2 compounds of the part before lead into the next:
SMILES	MsrA act	eLon inh	FAS-TE inh	MT1-MMP act inh	Neddylation inh	SKN-1 block	CendR NRP1 mod	PABP1 MLLE inh	Rin1-Abl PPI inh
O=C(NCCC(=O)N1CCc2ccccc21)c1ccccc1Cl	-2	5	-2	-4	i	-13	-2	-14	3
CCOc1ccccc1N1CCN(CC(=O)Nc2ncc(C)s2)CC1	-2	9	-4	-1	i	12	-8	-6	0
CC1=CSC2=NC(=O)/C(=C/c3cccc(OC(=O)c4ccco4)c3)C(=N)N12	-3	-10	-10	3	i	1	5	-5	2
CCOC(=O)C1C(=O)CC(C)(O)C(C(=O)OCC)C1c1ccc(OCC)cc1 (centres undefined)	-1	5	-2	-2	i	-4	16	11	-2
NC(=O)c1nnn(-c2nonc2N)c1-c1ccc([N+](=O)[O-])cc1	-9	-4	-5	-3	i	5	1	-3	-2
CCC1=C(OC(=O)N(CC)CC)N2C(=O)OC(=NCCc3c[nH]c4ccccc34)[C@]2(C)[C@H]2C1=CC[C@H]1C(=O)NC(=O)[C@H]12	-3	-14	-5	0	i	-8	1	-8	0
Cc1ccc(SCc2cc(=O)n3[nH]cnc3n2)cc1	-4	-2	-14	4	i	11	12	5	-1
O=[n+]1cc(-c2ccc(F)cc2)n([O-])c2c1CCC2	-1	-5	-7	2	i	-12	20	1	-2
CCN1CCN(c2ccc(NC(=O)c3ccc4c(c3)OCO4)cc2)CC1	-10	-5	-5	-1	i	-11	10	-8	-2
CN(CC(=O)Nc1ccc(N2CCOCC2)cc1)C(=O)CCNC(=O)c1ccc(Br)cc1	-2	-13	-3	2	i	-4	9	-20	-2
CCOc1ccccc1C(=O)NCC(=O)NCC(c1ccc(OC)cc1)N1CCOCC1 (centres undefined)	-4	-2	-5	4	i	9	5	-10	2
CCc1ccc(NC(=O)c2cc(-c3ccc(F)cc3)on2)cc1	-4	-3	-7	-5	i	-2	-10	11	-2
CCn1c(-c2ccc(-c3ccccc3)cc2)c[nH]c1=S	0	-7	9	-1	.	15	3	-115	2
COC1=CC(=O)C(OC)=C(OC)C1=O	-2	-1	0	1	i	-13	8	-3	1
CN1CCC2(CC1)NC(=O)NC2=O	2	4	-2	-1	i	5	11	5	-3
O=C1/C(=C/c2ccco2)Cc2ccccc21	-7	-4	-8	3	i	3	-4	-1	-5
CCn1c(=O)n(CC)c2cc(N3CCCC3)c(NC(=O)c3ccccc3F)cc21	-1	-8	1	3	i	5	6	12	4
CC(C)Oc1ccc(CN2CCC2(C)C(=O)Nc2ccc3c(c2)OCO3)cc1 (centres undefined)	-3	4	16	1	i	21	15	-2	4
COc1ccc(CC(=O)Nc2nn(C)c3nc4c(C)cccc4cc23)cc1	-7	4	1	3	i	-6	-2	-20	-2
CCc1ccc(C(=O)OCC(=O)Nc2cccc(S(=O)(=O)NC3=NCCCCC3)c2)cc1	-2	-6	2	1	i	0	-8	14	1
Oc1ccc(N2Cc3ccccc3C2)cc1	-1	37*	1	6	i	5	3	-8	-1
CSCCC(NC(C)=O)C(=O)OCC(=O)N(c1ccccc1)c1ccccc1 (centres undefined)	-2	-4	-6	-2	i	5	-13	-9	-5
CCN(C(C)=O)c1nnc(CSc2nc3ccccc3s2)s1	1	2	-1	6	i	10	5	8	-1
COc1ccc(C(=O)NCC(=O)NCC2COc3ccccc3O2)cc1 (centres undefined)	-1	0	0	-1	i	-14	12	-13	-5
O=C(CCC(=O)N1CCOc2ccc(Cl)cc21)NCCCN1CCC(Cc2ccccc2)CC1	1	-12	5	-5	i	1	-2	4	2
CC1CC(C)(C)CC2(C1)NC(=O)N(CC(=O)Nc1cc([N+](=O)[O-])ccc1F)C2=O (centres undefined)	-3	-6	17	4	i	2	-2	-2	-2
COc1ccc(NC(=O)CNS(=O)(=O)c2ccc(Cl)cc2)cc1	-3	-6	-1	4	i	0	-11	14	0
CC(=O)N1N=C(c2ccc(C)cc2)CC1c1ccco1 (centres undefined)	-1	5	-1	1	i	10	15	3	-3
CCOC(=O)CC1COc2ccccc2N1C(=O)c1cccc([N+](=O)[O-])c1 (centres undefined)	-2	-6	7	-2	i	-4	2	-4	2
Cc1ccc(NC(=O)CSc2nnc(NC3CC3)s2)cc1S(=O)(=O)N1CCOCC1	-3	3	-5	2	i	12	-12	-7	1
N#Cc1sc2nc(-c3ccccc3)cc(C(F)(F)F)c2c1N	-2	-5	-8	-24	.	-7	-1	-4	6
CCC(O)(C#CCN1CCCCC1)CC	-8	8	-11	4	i	-5	4	-2	-2
Cc1cccc(OCCNc2cc(N3CCOCC3)ccc2[N+](=O)[O-])c1	0	-1	35	3	i	-1	18	13	-4
CC(C)NC(=O)Cn1c(=O)n(CC(=O)N2CCCCC2)c(=O)c2sccc21	-2	-5	-3	-4	i	2	7	-8	3
CC(=O)c1ccc(N(C(=O)Cn2nnc3ccccc32)C(C(=O)NC2CCCCC2)c2cn(C)nc2C)cc1 (centres undefined)	-6	-4	-5	8	i	-1	-11	6	1
CC1(C(=O)NCc2cccc(C(F)(F)F)c2)CCN1CCc1ccccc1 (centres undefined)	1	2	28	1	i	14	21	6	-1
O=C(O)c1cccnc1SC1CC(=O)N(c2ccccc2)C1=O (centres undefined)	-4	-1	-5	0	i	0	-6	0	-4
Cc1ccc(NS(=O)(=O)c2ccc3c(c2)NC(=O)CO3)cc1	-2	-2	1	4	i	5	11	0	-3
O=C(COc1ccc(Cl)cc1Cl)Nc1nnc(C2=COCCO2)o1	-3	10	-8	-4	i	7	-8	6	-4

Records listed above that bear a hit mark in eLon inh:
Compound | MsrA act | eLon inh | MT1-MMP act inh | Neddylation inh | SKN-1 block | CendR NRP1 mod | PABP1 MLLE inh | Rin1-Abl PPI inh
CCOc1ccc(N2C(=O)CC(NCC3CCCO3)C2=O)cc1 (centres undefined) | -12 | 16* | -4 | i | -4 | 20 | 10 | 4
Oc1ccc(N2Cc3ccccc3C2)cc1 | -1 | 37* | 6 | i | 5 | 3 | -8 | -1

Screens (PubChem BioAssay)
